Screening data as filed in PubChem.
Cdc42 wt GTP = changes GTP binding to wildtype human Cdc42; percent activity (GTP binding), % at 10 µM; P60953; GST-Cdc42 beads, Bodipy-GTP binding, flow cytometry; actives lie on both sides; 190,000 compounds, 0.2% hits; AID 761;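 active = percent activity GTP binding at least 20 points away from the 100% baseline, either down as inhibitor or up as activator; inconclusive = compound flagged as likely green fluorescent from well-wide comparison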;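 note: median bead fluorescence of bound Bodipy-FL-GTP at 100 nM; 0% = excess unlabeled GTP control and 100% = no compound control; below 100% means less GTP binding so inhibitor and above means activator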
Target sequence (P60953 whole entry, looked up): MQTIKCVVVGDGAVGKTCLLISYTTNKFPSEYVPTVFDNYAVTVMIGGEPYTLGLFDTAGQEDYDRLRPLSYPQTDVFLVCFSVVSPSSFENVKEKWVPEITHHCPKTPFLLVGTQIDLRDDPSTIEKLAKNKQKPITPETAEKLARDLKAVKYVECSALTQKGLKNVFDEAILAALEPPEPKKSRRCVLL
HRas wt GTP bind = human HRas wildtype GTP binding, change in either direction | P01112 | GST-Ras wt beads, Bodipy-FL-GTP binding, flow cytometry; actives lie on both sides | GTP binding activity, % at 10 µM | 190,000 compounds, 0.14% hits;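 active = GTP binding activity at least 20% away from the 100% baseline, either lowered as inhibitor or raised as activator; inconclusive = flagged as likely green fluorescent, judged across all proteins in the well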;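 note: 0% = unlabeled GTP competition control and 100% = no-compound control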
Target sequence (P01112 whole entry, looked up): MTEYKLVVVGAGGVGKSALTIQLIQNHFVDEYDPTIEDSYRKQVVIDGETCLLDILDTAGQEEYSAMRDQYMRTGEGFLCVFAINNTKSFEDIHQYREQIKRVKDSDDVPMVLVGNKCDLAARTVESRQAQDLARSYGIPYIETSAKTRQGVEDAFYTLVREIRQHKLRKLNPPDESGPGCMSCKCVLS
Rab7 wt modul = dog Rab7 wildtype GTP binding, inhibitors and activators. GST-Rab7 beads, fluorescent GTP binding, flow cytometry; actives lie on both sides; untreated = 100%, excess cold GTP = 0%. GTP binding activity (percent of control), % at 10 µM. 190,000 compounds, 0.055% hits;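 active = fluorescent GTP binding to Rab7 beads changed by at least 20 points from the 100% baseline, either direction, mostly lower; inconclusive = compound itself probably fluorescent, or too few beads counted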;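 note: median green fluorescence of bound Bodipy-FL-GTP per Rab7 bead population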
Rac1 act GTP bind = alters GTP binding to activated mutant human Rac1 | P63000 | GST-Rac1 activated beads, fluorescent GTP binding, flow cytometry; actives lie on both sides; 100% means binding = to untreated wells | percent activity (GTP binding), % at 10 µM | 190,000 compounds, 0.11% hits | AID 764;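 active = GTP binding at least 20 percentage points away from the 100% baseline, in either direction, so actives lie on both sides; inconclusive = Compound likely fluorescent itself, or too few beads counted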
Bim-Bcl-W = human Bim-Bcl-W interaction inhibition; Q92843; inhibition, % at 10 µM; 190,000 compounds, 0.02% hits; bead-based flow cytometry, Bim peptide-Bcl-W binding;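 note: 0% = bound tracer without compound and 100% = peptide blocker; higher means less fluorescent Bim peptide bound to Bcl-W beads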
Target sequence (Q92843 whole entry, looked up): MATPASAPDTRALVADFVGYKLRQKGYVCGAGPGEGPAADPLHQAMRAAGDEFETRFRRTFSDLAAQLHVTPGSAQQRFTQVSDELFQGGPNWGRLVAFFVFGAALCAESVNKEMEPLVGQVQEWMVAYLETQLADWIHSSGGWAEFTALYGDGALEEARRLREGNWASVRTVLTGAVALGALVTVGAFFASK
Bim-Bcl-XL = disrupts Bim peptide binding to human Bcl-XL; inhibition, % at 10 µM; bead flow cytometry, fluorescence; AID 1007; 190,000 compounds, 0.04% hits
Rac1 wt GTP bind = human Rac1 wildtype GTP binding, inhibitors and activators; GST-Rac1 beads, fluorescent GTP binding, flow cytometry; actives lie on both sides; 0 = cold GTP competed, 100 = untreated; P63000; 190,000 compounds, 0.27% hits; AID 757; GTP binding activity (% of control), % at 10 µM;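 active = GTP binding activity at least 20 points away from the 100% control level, either lower or higher; inconclusive = compound flagged as likely green fluorescent, judged across all proteins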
Bcl-B Bim block = inhibitors of Bim-Bcl-B interaction, human. inhibition, % at 10 µM. bead-based flow cytometry, Bim peptide-Bcl-B binding. 190,000 compounds, 0.073% hits;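 note: 0% = tracer peptide without compound and 100% = reference inhibitor peptide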
Target sequence (Q9HD36 whole entry, looked up): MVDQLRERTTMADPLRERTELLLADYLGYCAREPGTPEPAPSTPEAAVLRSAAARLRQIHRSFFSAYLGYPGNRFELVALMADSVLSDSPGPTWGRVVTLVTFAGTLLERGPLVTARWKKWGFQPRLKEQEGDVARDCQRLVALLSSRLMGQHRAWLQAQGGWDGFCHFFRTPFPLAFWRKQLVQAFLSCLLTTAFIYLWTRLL
Bim-Bcl-2 = inhibitors of Bim-Bcl-2 interaction, human. Bead-based flow cytometry, Bim peptide-Bcl-2 binding. inhibition, % at 10 µM. 190,000 compounds, 0.06% hits; in the data active = inhibition above about 40%; inconclusive = no clear call, values can overlap the other calls;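 note: 0% = no compound wells with probe peptide and 100% = reference peptide inhibitor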
Target sequence (P10415 whole entry, looked up): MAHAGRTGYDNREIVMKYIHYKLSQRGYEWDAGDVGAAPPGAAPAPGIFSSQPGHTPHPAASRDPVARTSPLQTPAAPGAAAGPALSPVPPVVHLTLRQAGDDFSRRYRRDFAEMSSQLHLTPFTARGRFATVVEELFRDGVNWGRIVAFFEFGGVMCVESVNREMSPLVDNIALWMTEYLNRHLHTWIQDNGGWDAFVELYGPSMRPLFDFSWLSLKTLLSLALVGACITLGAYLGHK
Rab2 wt GTP = changes GTP binding to wildtype dog Rab2A, up or down; GTP binding activity, % at 10 µM; P61105; 190,000 compounds, 0.19% hits; GST-Rab2 wt beads, Bodipy-GTP binding, flow cytometry; AID 760;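 active = GTP binding activity at least 20 points away from 100%, either lowered or raised; inconclusive = signal likely due to the compound's own green fluorescence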;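 note: 0% = beads with excess unlabeled GTP and 100% = no-compound control corrected for plate trend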
Bfl-1 Bim block = inhibitors of Bim-Bfl-1 interaction, human | Q16548 | Bead-based flow cytometry, Bim-Bfl-1 binding inhibition | inhibition, % at 10 µM | 190,000 compounds, 0.12% hits | AID 1008;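 note: 0% = wells without compound plus tracer and 100% = blocker peptide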
The depositor's hits bear a star; ? = inconclusive. Cut-off read from the data, not from the text of the source, unless noted: active = inhibition above about 40%. Hits appear at their usual frequency; any-hit rate near 0.62%.

SMILES	Cdc42 wt GTP	HRas wt GTP bind	Rab7 wt modul	Rac1 act GTP bind	Bim-Bcl-W	Bim-Bcl-XL	Rac1 wt GTP bind	Bcl-B Bim block	Bim-Bcl-2	Rab2 wt GTP	Bfl-1 Bim block
CC1CCCCC1NC(=O)CSc1nnc(COc2ccccc2Cl)o1 (stereo not given)	100.0	101.0	100.0	98.0	2.0	0.0	103.0	-5.0	-3.0	99.0	-11.0
COc1ccc(N2CCN(CCCNC(=O)CN3CCN(Cc4ccccc4C)C3=O)CC2)cc1	100.0	101.0	102.0	98.0	0.0	-3.0	103.0	-3.0	-2.0	101.0	-1.0
[O-]/C(=C(\C(=S)Nc1ccc(SC(F)F)cc1)[n+]1ccccc1)c1ccc(Cl)cc1Cl	92.0	96.0	103.0	95.0	-5.0	-4.0	96.0	-7.0	-4.0	98.0	-6.0
COc1ccccc1C(OC(=O)c1ccco1)C(=O)NC(C)(C)C (stereo not given)	100.0	95.0	99.0	97.0	-7.0	-9.0	103.0	-11.0	-7.0	96.0	-10.0
CCOC(=O)C1CCCN(CCC(=O)Nc2cc(C)cc(C)c2)C1 (stereo not given)	101.0	101.0	98.0	96.0	-3.0	-2.0	103.0	-5.0	-1.0	102.0	-3.0
CCOc1ccccc1CNc1ccc(O)cc1	98.0	95.0	97.0	96.0	23.0	4.0	96.0	-15.0	11.0	97.0	44.0*
CCN1CCN(CCOc2ccc(Cl)cc2)CC1	99.0	97.0	95.0	97.0	0.0	-1.0	102.0	-3.0	0.0	98.0	-7.0
CCC(=O)N(Cc1ccco1)Cc1cc2cccc(C)c2n2nnnc12	96.0	98.0	99.0	95.0	-3.0	-2.0	97.0	-1.0	4.0	94.0	0.0
Cc1ccc(/C=N/NC(=O)Cn2nc(C)c(Br)c2C)o1	101.0	99.0	97.0	100.0	1.0	4.0	103.0	-3.0	-6.0	100.0	-11.0
O=C(c1ccco1)N1CCN(c2nc(-c3ccc(F)cc3)cs2)CC1	99.0	99.0	99.0	96.0	-3.0	-3.0	96.0	-14.0	-2.0	98.0	2.0
COC(=O)c1ccc(OCc2cc(=O)n3ccsc3n2)cc1	101.0	101.0	100.0	100.0	-3.0	-6.0	105.0	-8.0	-3.0	100.0	-2.0
CCOc1ccc(N(CC(=O)Nc2cccc(OC)c2)S(=O)(=O)c2c(C)noc2C)cc1	102.0	98.0	98.0	96.0	0.0	-5.0	102.0	-5.0	-8.0	99.0	-8.0
CCN(C(=O)c1cc(Cl)ccc1OC)c1ccccc1	95.0	96.0	96.0	93.0	0.0	-4.0	96.0	-7.0	-12.0	93.0	-11.0
O=C1CC(N2CCN(C/C=C/c3ccccc3)CC2)C(=O)N1Cc1cccs1 (stereo not given)	103.0	102.0	100.0	101.0	-2.0	-7.0	104.0	-11.0	-9.0	102.0	-12.0
COc1ccc(Oc2nnc(-c3ccccc3)cc2C#N)cc1	102.0	102.0	104.0	98.0	-3.0	-6.0	106.0	-7.0	-4.0	100.0	-17.0
Cc1ccc(N(Cc2ccco2)C(=O)c2cccc(S(=O)(=O)N(C)C)c2)cc1	104.0	104.0	104.0	100.0	-1.0	-9.0	104.0	-8.0	-9.0	103.0	-12.0
O=c1[nH]cnc2c1sc1nc3c(c(-c4ccc(Cl)cc4)c12)CCC3	97.0	98.0	100.0	97.0	4.0	5.0	97.0	0.0	-5.0	97.0	-5.0
COc1ccc(NC(=O)Cn2c(=O)n(CC(=O)NCc3ccco3)c(=O)c3ccccc32)cc1	?	?	?	?	0.0	-2.0	?	-1.0	-2.0	?	-1.0
O=C(CSc1nc2ccccc2[nH]1)N1CCCCC1	101.0	102.0	102.0	101.0	2.0	4.0	105.0	-6.0	-8.0	102.0	-7.0
Cc1ccc(F)cc1NCC(=O)Nc1ccc(Cl)cc1F	101.0	99.0	102.0	98.0	-4.0	-8.0	101.0	-8.0	-2.0	98.0	-4.0
CSc1nc(N)nc(-c2cccs2)c1C#N	101.0	98.0	98.0	98.0	-2.0	0.0	100.0	-2.0	0.0	97.0	0.0
CCN(C(=O)Cc1cccs1)c1nnc(-c2cc(OC)c(OC)c(OC)c2)s1	103.0	102.0	102.0	101.0	0.0	-5.0	112.0	-10.0	-10.0	101.0	-13.0
COc1c(Cl)cnn(-c2ccccc2)c1=O	100.0	102.0	97.0	100.0	-5.0	-7.0	105.0	-5.0	-2.0	100.0	-10.0
Cc1ccn(C(=O)c2ccc(NC(=O)C3CCCCC3)cc2)n1	103.0	104.0	99.0	99.0	-2.0	-2.0	103.0	-5.0	-2.0	103.0	-5.0
Cc1ccc(N2C(=O)C3C4C=CC(CNC(=S)Nc5ccc(F)cc5)(O4)C3C2=O)cc1 (stereo not given)	101.0	97.0	99.0	100.0	-1.0	-5.0	104.0	-6.0	0.0	97.0	-4.0
COc1ccc(C)cc1-n1nnnc1SCc1nc2ccccc2c(=O)[nH]1	94.0	95.0	104.0	93.0	1.0	-2.0	98.0	0.0	-2.0	97.0	-4.0
CCOC(=O)CCCSc1nc2sc3c(c2c(=O)[nH]1)CCC3	103.0	102.0	101.0	98.0	0.0	-10.0	107.0	-8.0	-10.0	96.0	-17.0
CCNC(=O)CN(CCc1ccccc1)S(=O)(=O)c1ccc(OC)cc1	97.0	100.0	102.0	98.0	1.0	-11.0	102.0	-4.0	-3.0	100.0	-6.0
CCCCNC(=O)NNC(=O)c1ccoc1C	103.0	103.0	98.0	100.0	2.0	2.0	100.0	0.0	1.0	104.0	0.0
COc1cccc(C(=O)Nc2ccc(N3CCN(S(C)(=O)=O)CC3)cc2)c1	105.0	103.0	104.0	101.0	-4.0	-15.0	108.0	-12.0	-17.0	107.0	-23.0
COc1ccc(NC(=O)CSc2nc3c(c(=O)n2-c2ccccc2OC)SCC3)cc1	106.0	101.0	105.0	101.0	2.0	-3.0	108.0	-8.0	-4.0	105.0	-5.0
Cc1ccc(N2C(=O)c3ccccc3C2Nc2ccc(S(=O)(=O)N3CCOCC3)cc2)nc1 (stereo not given)	101.0	100.0	98.0	96.0	0.0	0.0	100.0	-10.0	-11.0	100.0	-11.0
O=S(=O)(Cc1ccccc1)Nc1ccc(S(=O)(=O)NCC2CCCO2)cc1 (stereo not given)	107.0	108.0	111.0	103.0	0.0	0.0	103.0	-2.0	-1.0	108.0	-1.0
CCOc1ccc(NC(=O)NCc2ccco2)cc1	97.0	97.0	99.0	97.0	-2.0	-5.0	98.0	-3.0	-3.0	95.0	-7.0
Cc1cc(C)nc(SC(C)CNS(=O)(=O)c2ccccc2)n1 (stereo not given)	96.0	98.0	103.0	97.0	0.0	0.0	103.0	-7.0	0.0	98.0	-3.0
NC(=O)CC1SC(N)=NC1=O (stereo not given)	99.0	98.0	98.0	101.0	3.0	0.0	103.0	2.0	2.0	99.0	0.0
Nc1cc(OC(=O)c2cccs2)nn1S(=O)(=O)c1ccccc1	98.0	100.0	101.0	99.0	-2.0	-7.0	104.0	-9.0	-11.0	96.0	-16.0
COc1cc(C(=O)NCc2cn3cccc(C)c3n2)cc(OC)c1OC	103.0	102.0	104.0	98.0	0.0	-4.0	103.0	-4.0	-6.0	101.0	-8.0
Cc1ccc(Oc2nn[nH]n2)cc1	93.0	94.0	98.0	96.0	0.0	-3.0	95.0	-3.0	-8.0	94.0	-9.0
O=C(COc1ccc(Br)cc1)Nc1cc(S(=O)(=O)N2CCCCC2)ccc1N1CCCCC1	101.0	103.0	102.0	102.0	-4.0	-7.0	106.0	-8.0	-4.0	103.0	-14.0
Cc1ccccc1OCC(O)CN1CCN(CCN2C(=O)c3cccc4cccc(c34)C2=O)CC1 (stereo not given)	101.0	100.0	104.0	101.0	-3.0	-6.0	103.0	-10.0	-4.0	99.0	-13.0
Cc1c(CCC(=O)O)c(=O)oc2cc3occ(-c4ccc(F)cc4)c3cc12	80.0	83.0	86.0	83.0	17.0	16.0	68.0*	21.0	1.0	81.0	3.0
O=C(CSCc1ccc(Cl)c(Cl)c1)Nc1c[nH]c(=O)[nH]c1=O	105.0	102.0	100.0	102.0	-3.0	-6.0	106.0	-5.0	-2.0	100.0	-4.0
c1ccc(C2COC(c3cccs3)=N2)cc1 (stereo not given)	104.0	103.0	105.0	102.0	-6.0	-8.0	109.0	-9.0	-10.0	104.0	-18.0
O=C(c1cnc(N2CCN(c3ncccn3)CC2)c2ccccc12)N1CCN(c2ccccn2)CC1	96.0	97.0	100.0	98.0	0.0	-4.0	101.0	-5.0	-7.0	96.0	-11.0

Marked active in Bfl-1 Bim block (from the list above):
SMILES	Cdc42 wt GTP	HRas wt GTP bind	Rab7 wt modul	Rac1 act GTP bind	Bim-Bcl-W	Bim-Bcl-XL	Rac1 wt GTP bind	Bcl-B Bim block	Bim-Bcl-2	Rab2 wt GTP	Bfl-1 Bim block
CCOc1ccccc1CNc1ccc(O)cc1	98.0	95.0	97.0	96.0	23.0	4.0	96.0	-15.0	11.0	97.0	44.0*

Further entries.
SMILES	Cdc42 wt GTP	HRas wt GTP bind	Rab7 wt modul	Rac1 act GTP bind	Bim-Bcl-W	Bim-Bcl-XL	Rac1 wt GTP bind	Bcl-B Bim block	Bim-Bcl-2	Rab2 wt GTP	Bfl-1 Bim block
CS(=O)(=O)N(Cc1ccc(C(=O)NCCSCc2ccco2)cc1)c1ccccc1	100.0	101.0	107.0	99.0	2.0	-7.0	105.0	-4.0	-4.0	100.0	-10.0
Cn1c(Cn2c(=O)sc3ccccc32)nnc1SCC(=O)NCc1ccc2c(c1)OCO2	103.0	101.0	103.0	99.0	-6.0	-7.0	104.0	-8.0	-4.0	100.0	-1.0
CC1(C)C(=O)OC(c2ccco2)C(C)(C)C1=O (stereo not given)	104.0	103.0	100.0	100.0	-1.0	0.0	102.0	0.0	0.0	102.0	0.0
CC1=C(/C=C/C(=O)O)C(C)(C)CCC1	101.0	99.0	97.0	99.0	0.0	-6.0	101.0	-8.0	-8.0	99.0	-10.0
CC1CCN(S(=O)(=O)c2ccccc2[N+](=O)[O-])CC1	103.0	104.0	101.0	104.0	-2.0	-3.0	103.0	0.0	-2.0	104.0	-2.0
Cn1c(=O)c2c(ncn2CC(=O)N/N=C/C(Br)=C/c2ccccc2)n(C)c1=O	100.0	98.0	102.0	100.0	-4.0	-12.0	106.0	-5.0	-6.0	99.0	-18.0
O=C(O)/C=C/C(=O)NNC(=O)c1cc(-c2ccccc2)n[nH]1	98.0	95.0	96.0	97.0	0.0	-2.0	94.0	-2.0	1.0	97.0	0.0
Cc1nn2c(nc1=O)SCC(c1ccccc1)=N2	105.0	102.0	99.0	99.0	-1.0	2.0	108.0	-6.0	-7.0	100.0	-9.0
CCOC(=O)c1[nH]nc(-c2c(O)cc(C)cc2O)c1-c1csc(C)n1	96.0	96.0	98.0	94.0	1.0	-2.0	95.0	-2.0	-4.0	95.0	-3.0
COc1ccccc1C(=O)NNC(=O)c1ccc(F)cc1	100.0	99.0	100.0	99.0	6.0	9.0	103.0	6.0	7.0	99.0	5.0
